Bioassay records (PubChem BioAssay)
HTRA1 inhibitor = blocks human HTRA1 serine peptidase | inhibition, % at 5.96 µM | recombinant HTRA1, FP-rhodamine activity-based probe, fluorescence polarization | Q92743 | AID 504803 | hit rate 0.5% among 340,000; in the data active means inhibition above about 36%;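 further: 0% = enzyme with DMSO and 100% = wells lacking enzyme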
LEDGF integ inh = blocks HIV-1 LEDGF/p75-dependent DNA integration; TR-FRET IN-LEDGF/p75 DNA integration, Eu/Cy5; AID 743269; hit rate 0.64% among 370,000; inhibition, % at 3.7 µM;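 active means inhibition above the screen-wide mean plus 3 SD, cut at about 13% in these data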;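 further: signal is the Cy5 over europium emission ratio at 671 and 618 nm; 0% = plate median of compound wells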
PRMT1 FP inh = blocks human protein arginine methyltransferase 1; Q99873; recombinant PRMT1, activity-based probe fluorescence polarization; inhibition, % at 2.79 µM; AID 652257; hit rate 1.3% among 370,000;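 active means inhibition above about 21% made by adding two undisclosed values, limit read from the data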
mABHD4 FP = inhibitors of mouse ABHD4. hit rate 0.54% among 370,000. inhibition, % at 8.92 µM. AID 720543. purified mABHD4, FP-Rh probe fluorescence polarization. Q8VD66;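 active means inhibition exceeding the mean over every tested compound plus 3 SD, cut at about 30% in these data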;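 further: 0% = plate median of compound wells and 100% = S159A mutant with DMSO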
Target sequence (Q8VD66 whole entry, looked up): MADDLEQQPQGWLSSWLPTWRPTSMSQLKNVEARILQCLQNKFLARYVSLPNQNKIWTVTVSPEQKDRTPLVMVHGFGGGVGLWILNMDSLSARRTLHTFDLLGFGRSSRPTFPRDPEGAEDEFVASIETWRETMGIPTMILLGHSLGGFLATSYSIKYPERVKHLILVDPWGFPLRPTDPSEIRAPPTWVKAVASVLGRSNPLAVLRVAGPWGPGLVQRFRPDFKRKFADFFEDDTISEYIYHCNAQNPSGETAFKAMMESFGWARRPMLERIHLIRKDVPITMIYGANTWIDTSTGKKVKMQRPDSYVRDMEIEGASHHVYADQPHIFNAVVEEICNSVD
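Doses – 8.92 µM, single dose · Material – wild-type mouse ABHD4 protein · Replication – single well per compound (singlicate) · Measure – percent inhibition of probe binding, normalized to plate controls · Schedule – 45 min compound pre-incubation plus 60 min probe step, 25 °C · Detection – fluorescence polarization with parallel and perpendicular emission, 525/598 nm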
TCR-CD3 inh = human TCR-CD3 binding inhibition. TAMRA-labeled TCR probe fluorescence, biochemical. inhibition, % at 9.4 µM. hit rate 0.37% among 360,000; in the data active means inhibition above about 19%;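 further: recombinant mutant TCR 2C K166C tagged with TAMRA read by polarization; 0% = receptor in buffer alone and 100% = receptor with positive control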
TDP2 inh = TDP2 (human) inhibition, absorbance primary screen; O95551; recombinant TDP2, T5PNP hydrolysis, p-nitrophenol absorbance 415 nm; inhibition, % at 12.8 µM; hit rate 0.34% among 370,000; AID 720702;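 active means inhibition above the mean of all tested compounds plus 3 SD, set per campaign, cut at about 25% in these data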;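 further: 0% = DMSO with enzyme and 100% = buffer with substrate but no TDP2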
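System – recombinant human TDP2 · Quantity – TDP2 enzyme at 120 nM final · Doses – single concentration, 12.8 µM nominal, with 1% DMSO · Incubation – 2 h at 37 °C · Measured by – epi absorbance of p-nitrophenol freed from T5PNP by hydrolysis · Read-out – % inhibition relative to enzyme-containing and enzyme-free wells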
rCAG binder = molecules binding r(CAG) RNA repeats. r(CAG) RNA repeat, TO-PRO-1 dye displacement fluorescence. inhibition, % at 3 µM. hit rate 1.3% among 370,000;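 active means inhibition above the plate cutoff, the mean of all test compounds on that plate plus 3 SD, cut at about 35% in these data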;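 further: 0% = DMSO alone and 100% = 100 µM mitoxantrone as full dye displacement; higher means more dye released from RNA so lower well fluorescence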
PG9 binder = binds the HIV-1 gp120 antibody PG9; TR-FRET gp120-PG9 antibody binding; inhibition, % at 6.7 µM; hit rate 0.43% among 360,000; in the data active means inhibition above about 8.5%
SIAE inh = inhibitors of human sialic acid acetylesterase SIAE; inhibition, % at 9.66 µM; Q9HAT2; hit rate 0.69% among 370,000; SIAE FP-Rh probe binding, fluorescence polarization;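 active means inhibition above a cutoff: mean of compounds within the control limits plus 3 SD of those, cut at about 17% in these data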;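 further: 0% = plate median of compound wells and 100% = probe without SIAE protein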
Target sequence (Q9HAT2 whole entry, looked up): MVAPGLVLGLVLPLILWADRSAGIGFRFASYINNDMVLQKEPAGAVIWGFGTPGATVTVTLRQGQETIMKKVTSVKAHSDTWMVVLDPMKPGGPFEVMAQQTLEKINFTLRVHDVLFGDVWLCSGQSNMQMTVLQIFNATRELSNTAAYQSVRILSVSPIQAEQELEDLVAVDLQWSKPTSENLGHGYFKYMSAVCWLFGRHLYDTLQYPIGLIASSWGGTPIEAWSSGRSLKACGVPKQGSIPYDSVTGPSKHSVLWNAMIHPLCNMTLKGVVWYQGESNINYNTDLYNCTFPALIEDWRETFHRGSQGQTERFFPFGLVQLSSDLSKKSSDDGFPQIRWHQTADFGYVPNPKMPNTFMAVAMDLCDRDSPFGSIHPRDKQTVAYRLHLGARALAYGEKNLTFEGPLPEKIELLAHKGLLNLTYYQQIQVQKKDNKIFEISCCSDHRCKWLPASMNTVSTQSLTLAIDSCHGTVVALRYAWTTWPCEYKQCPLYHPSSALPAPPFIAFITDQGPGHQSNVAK
NR1D1 modulator = modulates human Rev-erb alpha binding to DNA; P20393; Rev-erbα–FITC-DNA binding, fluorescence polarization, 90 min; activity, % at 10 µM; hit rate 0.79% among 370,000; AID 1259318;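 active means activity above about 14%, limit read from the data; passing the limit was not always enough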;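 further: 0% = DMSO wells with 35 nM protein and 100% = DMSO wells with 750 nM protein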
The depositor's hits bear a star; x = no result given. Only part of the results is shown. The share of hits here may be higher or lower than overall.

SMILES	HTRA1 inhibitor	LEDGF integ inh	PRMT1 FP inh	mABHD4 FP	TCR-CD3 inh	TDP2 inh	rCAG binder	PG9 binder	SIAE inh	NR1D1 modulator
C/C(=N\Nc1ccc(Cl)c(C(=O)O)c1)c1ccc2c(c1)OCO2	4	-3	4	11	-4	12	1	-1.2	10	-6
CN(C)S(=O)(=O)c1ccc(C(=O)OCC(=O)c2csc(N3CCCCC3)n2)cc1	4	4	0	-2	2	-8	1	-1.1	-4	24*
NC1=NC(=Nc2cccc(Cl)c2)c2ccccc21	0	-4	-3	2	0	-1	2	-0.4	0	8
CCc1ccc(NC(=O)CN(CC(=O)Nc2ccc(CC)cc2)CC(C)O)cc1 (stereo not given)	-19	7	-3	-19	10	-6	-1	-0.9	-2	-2
O=C(Nc1cc(Sc2ccccn2)cc([N+](=O)[O-])c1)c1cccc(Cl)c1	-81	-3	2	-62	-10	6	16	-1.4	-107	1
O=C(c1cc2nc(-c3ccccc3)cc(-c3ccccc3)n2n1)N1CCN(C(=O)c2ccco2)CC1	-38	-4	-1	-7	8	-6	5	-2.4	-7	-3
O=C(NNc1ccccc1F)C1CCC1	6	-4	-1	-1	6	16	0	-0.9	7	-2
O=C(NCc1nc(-c2ccccc2)no1)Nc1ccc(F)cc1	-2	0	-3	-3	5	2	2	-0.1	-10	-4
COc1cc(/C=C(\C#N)c2nnc(N3CCOCC3)n2-c2ccccc2)ccc1O	2	-5	1	2	-6	-11	-2	-4.8	-5	0
CCN(CC)S(=O)(=O)c1ccc(C(=O)NC(=S)N(CCC#N)Cc2cccnc2)cc1	3	5	-5	1	-1	8	6	1.8	7	0
Cc1ccnc(N2CCC(C(=O)Nc3ccc4c(c3)OCCO4)CC2)n1	3	3	3	-16	-1	-4	-3	0.8	1	2
Nc1ccc(-c2cnc(-c3ccc(N)cc3)nc2)cc1	9	-3	-1	4	4	5	2	-3.4	-4	0
COc1ccc(COCC(O)CN2CCCCC2)cc1OC (stereo not given)	2	1	-4	6	8	12	1	1.2	4	-1
CCNC(=O)O/N=C(\C)c1sc(-c2ccccc2)nc1C	-9	-3	-4	-2	3	2	-8	-1.6	3	4
CC(C)(C)NC(=O)NC(=O)COC(=O)c1cccc(OC(F)F)c1	14	1	5	-17	8	-21	-6	-1.6	-14	-6
O=C(CNC(=O)c1ccc(Br)cc1)OCC(=O)c1ccccc1	-3	1	-1	2	5	15	-1	-2.1	0	2
O=C(Nc1ccc(C(=O)N2CCCCC2)cc1)C1CCCCC1	1	-3	-2	0	7	5	-6	1.0	7	1
Cn1nnnc1SCC(=O)NCc1cc([N+](=O)[O-])ccc1O	4	2	-1	-3	2	-4	2	-3.0	0	-5
CC1C/C(=N/O)C(C)CN1 (stereo not given)	4	5	1	-9	-4	3	-1	1.6	-1	-5
CN(C)c1ccc(NC(=O)CSc2nc3ccccc3c(=O)n2C2CCCCC2)cc1	7	0	-1	19	-1	0	10	0.2	2	-4
Cc1cccc2cc(C#N)c(NCCNS(=O)(=O)c3ccc4c(c3)OCCO4)nc12	-17	-3	0	-6	-1	7	3	1.5	-5	-3
COC(=O)CN1C(=S)N(c2ccc(OC)cc2)C(=O)/C1=C/c1ccc(OC)cc1	-46	1	2	-10	3	-11	-1	-1.9	-2	-2
Cc1c(CCC(=O)N[C@@H](C)C(=O)O)c(=O)oc2cc3occ(-c4ccccc4)c3cc12	2	1	-2	0	0	18	36*	-1.5	-17	-7
CCN(CC)CCNCc1ccc(OCc2ccc(Cl)nc2)c(OC)c1	-3	-3	-2	7	-3	4	0	1.0	-3	2
O=C(COc1ccc(-n2cnnn2)cc1)NC1CCCCC1	4	0	1	0	2	-4	-3	0.4	-5	1
CCN(CCO)C(=O)CC1C(=O)NCCN1Cc1c(F)cccc1Cl (stereo not given)	-1	6	-2	-3	7	-2	-2	-1.5	1	-6
CC(Sc1nnc(NC2CCCCC2)s1)C(=O)Nc1ccc2c(c1)C(=O)c1ccccc1C2=O (stereo not given)	10	3	0	11	-4	-4	5	-1.9	24*	4
COc1ccccc1CN1CCN(Cc2ccco2)CC1	8	5	5	12	-3	28*	-2	2.0	6	-1
O=c1c2c(nc3nc(COc4ccccc4)[nH]n13)CCC2	8	0	0	4	8	7	3	-1.4	-2	1
Cc1cc(C)c(C)c(Cn2c(CO)nc3ccccc32)c1C	-7	2	-3	-3	7	-1	0	0.8	7	2

Some of the entries above in another layout.
Compound: CC1C/C(=N/O)C(C)CN1 (stereo not given)
  HTRA1 inhibitor: 4	LEDGF integ inh: 5	PRMT1 FP inh: 1	mABHD4 FP: -9	TCR-CD3 inh: -4	TDP2 inh: 3	rCAG binder: -1	PG9 binder: 1.6	SIAE inh: -1	NR1D1 modulator: -5
Compound: O=c1c2c(nc3nc(COc4ccccc4)[nH]n13)CCC2
  HTRA1 inhibitor: 8	LEDGF integ inh: 0	PRMT1 FP inh: 0	mABHD4 FP: 4	TCR-CD3 inh: 8	TDP2 inh: 7	rCAG binder: 3	PG9 binder: -1.4	SIAE inh: -2	NR1D1 modulator: 1
Compound: CCN(CCO)C(=O)CC1C(=O)NCCN1Cc1c(F)cccc1Cl (stereo not given)
  HTRA1 inhibitor: -1	LEDGF integ inh: 6	PRMT1 FP inh: -2	mABHD4 FP: -3	TCR-CD3 inh: 7	TDP2 inh: -2	rCAG binder: -2	PG9 binder: -1.5	SIAE inh: 1	NR1D1 modulator: -6

Later entries.
SMILES	HTRA1 inhibitor	LEDGF integ inh	PRMT1 FP inh	mABHD4 FP	TCR-CD3 inh	TDP2 inh	rCAG binder	PG9 binder	SIAE inh	NR1D1 modulator
O=C(OCC(=O)N1CCC(Cc2ccccc2)CC1)c1ccccc1	5	-4	-2	2	-1	-1	-9	0.8	0	-1
CC(C)C[C@H]1CNC(=O)C(=O)N1C[C@@H]1CCCN1C[C@H](Cc1ccccc1)N1C[C@H](CC(C)C)N(CC2CCCCCC2)C(=O)C1=O	x	6	-4	-12	3	-16	1	0.7	-11	-2
Cc1[nH]nc(NCCO)c1[N+](=O)[O-]	6	-2	1	4	-5	2	0	0.0	-3	2
Cc1nn(C)c(C)c1CNC(=O)c1nn2c(c1Cl)NC(c1cccs1)CC2C(F)(F)F (stereo not given)	-62	-1	-3	-4	5	6	-12	-0.5	-3	0
CN(C)CC(=O)c1c(N)n(Cc2ccccc2)c(=O)n(C)c1=O	2	-2	2	0	-2	3	0	0.5	-2	0
COc1ccc(S(=O)(=O)N2CCCCCC2)cc1NC(=O)CN1C(=O)NC(C)(c2ccc(C)cc2)C1=O (stereo not given)	-36	6	-2	-13	-6	13	11	-1.6	-2	-7
COc1ccc2c(c1)C1NC(=S)NC(C)(O2)C1C(=O)Nc1ccc(C)cc1C (stereo not given)	0	0	4	-9	-4	1	0	2.3	4	-3
O=C(CCC(=O)Nc1ccc(Oc2ccccc2)cc1)NCCO	4	1	-2	-6	-6	-2	-5	2.4	2	-5
O=C(Nc1ccccc1)c1ccc(-c2ccc(Br)cc2)o1	-66	2	1	-59	4	-7	4	1.2	-44	2
CN(C(=O)c1cccc(NC(=O)Cc2ccc(NC(=O)C3CCN(C(=O)C4CCCC4)CC3)cc2)c1)C1CCC1	-2	-2	-5	0	0	6	2	-2.0	3	-4
O=C(c1ccc(-c2ccccc2)cc1)N1CCN(c2ccc3c(c2)C2CC3CCN2C(=O)OCc2ccccc2)CC1 (stereo not given)	x	-4	-1	1	-2	-2	11	-1.7	0	14
CC1CCC2(CC1)NC(=O)N(CC(=O)Nc1sc3c(c1C(N)=O)CCC3)C2=O (stereo not given)	2	9	15	11	7	-5	23	-0.6	8	-10
O=C(OCC(=O)N1CCc2ccccc21)c1c2c(nc3ccccc13)CCCCC2	-49	-4	-3	2	5	-4	4	-1.2	5	0
CCOC(=O)C1(C)CCCN1C(=O)c1ccc(Cl)nc1 (stereo not given)	x	-5	3	9	-5	9	0	-0.1	-6	1
Cn1c(=O)oc2cc(S(=O)(=O)NCCC(=O)NC3CCCc4ccccc43)ccc21 (stereo not given)	-5	-1	3	-1	-4	-4	2	0.9	-6	3
CCOC(=O)c1cc(-c2ccccc2C)n(CC2CC(c3cccc([N+](=O)[O-])c3)=NO2)n1 (stereo not given)	-40	-2	2	-20	-4	-15	6	1.2	-5	-1
Cc1cc(C)c(OCC(=O)OC(C)C(=O)NC2CC2)c(C)c1 (stereo not given)	-7	-2	-2	3	-4	3	-7	-0.6	0	8
COc1ccc(C)cc1NS(=O)(=O)c1ccc(Cl)nc1	2	6	-2	-3	-4	-4	-1	0.3	-1	-5
Nn1c(COc2ccccc2F)nnc1SCC(=O)NC1CCCC1	0	-2	0	-3	7	-7	-3	-0.4	10	1
CC1CC1C(=O)Nc1nc(-c2cccs2)c(-c2cccs2)s1 (stereo not given)	-11	4	27*	-2	-4	0	22	3.9	-7	53*
Cn1cnnc1SCC(=O)NCCC1=CCCCC1	-4	2	-4	-5	0	-10	2	-0.6	1	2
O=C(CSc1nnc(-c2ccncc2)n1Cc1ccco1)Nc1nc(-c2ccccc2)cs1	-9	2	0	1	5	4	4	0.3	-3	-7
O=C1CCCC(O)=C1C1NCCc2ccccc21 (stereo not given)	7	0	3	10	10	-2	2	0.3	2	4
C=CCn1c(N)c(-c2nc3ccccc3n2C)sc1=S	1	1	2	2	5	9	5	-7.1	0	-1
O=C(Nc1cccc(-c2cn3ccccc3n2)c1)c1cc2ccccc2oc1=O	-26	-4	2	-3	-3	-5	1	-1.8	-21	-23

Three entries out of the list, sorted by number of heavy atoms, lowest first:
SMILES	HTRA1 inhibitor	LEDGF integ inh	PRMT1 FP inh	mABHD4 FP	TCR-CD3 inh	TDP2 inh	rCAG binder	PG9 binder	SIAE inh	NR1D1 modulator
O=C1CCCC(O)=C1C1NCCc2ccccc21 (stereo not given)	7	0	3	10	10	-2	2	0.3	2	4
Cc1cc(C)c(OCC(=O)OC(C)C(=O)NC2CC2)c(C)c1 (stereo not given)	-7	-2	-2	3	-4	3	-7	-0.6	0	8
Nn1c(COc2ccccc2F)nnc1SCC(=O)NC1CCCC1	0	-2	0	-3	7	-7	-3	-0.4	10	1
